TDP-43 yeast inh: inhibitors of TDP-43 toxicity in yeast | TDP-43 expressing yeast growth rescue, BacTiter-Glo, 24 h | Potency, µM (doses to about 46.1 µM), for inactives: at the top dose growth rescue (activation), hits mostly activators | 410,000 tested, 1.8% active | AID 652104; note: potency is the fitted concentration of half-maximal effect; % of control where 0% means no effect; nearly all actives have a fitted effect of over 50% in size
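Luminescence from BacTiter-Glo reports growth of TDP-43-expressing yeast after 24 hr at 30 deg C with compound. Cells were raffinose-pregrown to mid-log, then seeded in galactose medium at OD600=0.02.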
EPAC2 antag: antagonists of human EPAC2; 360,000 tested, 0.18% active; Q8WZA2; EPAC2 GEF exchange of Rap1B-BODIPY-GDP, fluorescence; Potency, µM (top dose mostly 114 µM), without a hit: at the top dose activity, negative = inhibition, most hits filed as inhibitors; note: potency is the fitted concentration of half-maximal effect; % is set by controls: 0 for no effect and ±100 for the full control effect; nearly all actives have a fitted effect of over 45% in size; many of its hits are not listed in these tables
Target sequence (Q8WZA2 whole entry, looked up): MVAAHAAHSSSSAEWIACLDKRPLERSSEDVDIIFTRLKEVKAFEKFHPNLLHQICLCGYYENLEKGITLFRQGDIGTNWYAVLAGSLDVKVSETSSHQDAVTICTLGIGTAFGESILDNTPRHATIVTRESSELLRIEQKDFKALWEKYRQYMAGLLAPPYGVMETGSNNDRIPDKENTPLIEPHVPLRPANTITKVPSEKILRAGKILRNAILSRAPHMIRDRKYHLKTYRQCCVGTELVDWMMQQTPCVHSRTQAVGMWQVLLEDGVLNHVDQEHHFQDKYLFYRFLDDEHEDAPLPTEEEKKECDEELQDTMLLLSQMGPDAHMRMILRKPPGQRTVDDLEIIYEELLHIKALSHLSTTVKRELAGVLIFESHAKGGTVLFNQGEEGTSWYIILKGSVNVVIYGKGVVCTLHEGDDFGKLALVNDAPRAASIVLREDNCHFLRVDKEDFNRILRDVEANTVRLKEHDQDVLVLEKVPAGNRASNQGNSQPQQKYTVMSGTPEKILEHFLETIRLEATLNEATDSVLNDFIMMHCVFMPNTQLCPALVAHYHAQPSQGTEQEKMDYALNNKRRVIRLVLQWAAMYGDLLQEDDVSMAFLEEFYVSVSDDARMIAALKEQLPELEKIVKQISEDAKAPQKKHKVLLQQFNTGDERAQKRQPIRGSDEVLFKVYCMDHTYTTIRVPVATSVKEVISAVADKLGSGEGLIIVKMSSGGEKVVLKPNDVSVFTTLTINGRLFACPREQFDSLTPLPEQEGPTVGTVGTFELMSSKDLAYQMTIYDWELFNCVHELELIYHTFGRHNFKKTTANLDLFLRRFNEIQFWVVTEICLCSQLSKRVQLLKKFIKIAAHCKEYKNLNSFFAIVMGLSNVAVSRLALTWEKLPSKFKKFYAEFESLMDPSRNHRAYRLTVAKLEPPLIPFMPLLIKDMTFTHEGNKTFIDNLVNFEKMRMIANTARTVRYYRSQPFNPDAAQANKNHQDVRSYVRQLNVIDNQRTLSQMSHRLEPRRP
EPAC2 ag: agonists of human EPAC2 (RAPGEF4); Potency, µM (doses to about 154 µM), inactives show top-dose activation, usual class: activators; EPAC2 activation, biochemical qHTS; response scale: 100% = 6.5 mM cAMP response; Q8WZA2; 360,000 tested, 0.079% active; AID 720711; note: potency is the fitted concentration of half-maximal effect; nearly all actives have a fitted effect of over 50% in size
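Guanine nucleotide exchange by EPAC2 is measured as reduced fluorescence of BODIPY-GDP once it is released from 250 nM Rap1B. Plates are read kinetically for 30 min at room temperature; results are scaled to 6.5 mM cAMP.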
aSyn rescue: inhibitors of alpha-synuclein toxicity in yeast; Potency, µM (doses to about 46.1 µM), inactives show at the top dose growth rescue (activation), actives largely listed as activators; 370,000 tested, 0.14% active; Yeast expressing alpha-synuclein, growth rescue, BacTiter-Glo, 24 h; AID 652106; note: potency is the fitted concentration of half-maximal effect; % of control where 0% means no effect; nearly all actives have a fitted effect of over 65% in size
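Screening used galactose-induced yeast with toxic alpha-synuclein levels, exposed to compound for 24 hr at 30 deg C. Cell growth, read with BacTiter-Glo luminescence, gave the measured signal.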
DRD3 antagonist: D3 dopamine receptor (human) antagonism. P35462. D3R cells, DiscoveRx beta-arrestin luminescence, antagonist mode; active compounds read low. max response, negative = inhibition, %. 360,000 tested, 2.5% active; in the data active = max response below about -50%; inconclusive = no clear call, values can overlap the other calls; note: % is set by controls: 0 for no effect and ±100 for the full control effect; mostly tested at two doses, the higher about 12 µM
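Cells expressing the human receptor were seeded at 1500 cells/well, incubated overnight at 37 degrees C in 5% CO2, then exposed to library compounds with dopamine controls for 90 minutes at 37 degrees C before luminescent detection.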
Abeta rescue: restores growth of yeast expressing A-beta42 peptide. yeast expressing A-beta42, growth rescue, OD600, 48 h; response scale: 0% DMSO, 100% iron-clioquinol control. Potency, µM (highest dose often 46.1 µM), without a hit: at the highest dose growth rescue, most hits filed as activators. 410,000 tested, 0.063% active; note: potency is the fitted concentration of half-maximal effect; nearly all actives have a fitted effect of over 55% in size
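Yeast growth medium received pinned compounds, then yeast cells expressing toxic A-beta were added; plates incubated at 30 C for 48 hr. Growth read as absorbance at 600 nm, normalized to DMSO and equimolar FeCl3 plus clioquinol controls.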
D3 ag: agonists of human D3 dopamine receptor; D3R DiscoveRx beta-arrestin cells, luminescence, 90 min; P35462; 410,000 tested, 0.58% active; max activation, %; in the data active = max activation above about 30%; note: 0% is about no effect; mostly tested at two doses, the higher about 12 µM
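Agonist mode: compounds and dopamine controls were applied to plated cells for 90 min at 37 degrees C after an overnight attachment at 1500 cells/well. Luminescent read-out followed 30 - 60 minutes at room temperature with DiscoveRx detection reagent.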
FUS suppressor: suppressors of FUS proteinopathy in yeast | S. cerevisiae FUS-expressing, growth rescue, OD600, 24 h | AID 1347120 | Potency, µM (series often up to 76.6 µM), for inactives: top-dose growth rescue (activation), actives largely listed as activators | 390,000 tested, 0.24% active;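 note: potency is the fitted concentration of half-maximal effect; plate controls were DMSO vehicle for no effect and reference control for full effect; nearly all actives have a fitted effect of over 55% in size; some results filed as inactive show a strong effect at the top dose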
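Cultures pregrown in 2.5% raffinose medium are shifted to minimal medium containing 2% galactose to express toxic FUS. Compounds are tested at several concentrations. After 24hr at 30C, growth is quantified at 600 nm absorbance.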
Starred values were filed as active, the others as inactive; ? = inconclusive; · = no result given; & = joins results of further samples; [ ] = remark or other dose. Unless noted, calls come from the whole dose curve; as a rule, active = well fitted curve in the direction sought with a large enough effect; inconclusive = small, poorly fitted or top-dose-only effect, or another doubt; inactive = no such curve, though single readings can be large; an effect the other way counts as inactive or inconclusive. Not all compounds are listed; the hit share may differ from the screen's.

SMILES	TDP-43 yeast inh	EPAC2 antag	EPAC2 ag	aSyn rescue	DRD3 antagonist	Abeta rescue	D3 ag	FUS suppressor
O=C(CSc1ccc(-c2ccco2)nn1)N1CCCC1	·	-5.7%	2.6%	2.7%	-8.9	8.7%	-9.4	-3.5%
CC1=CC(C)(C)NC(=S)N1c1ccccc1C	-9.3%	1.7%&-10.2%	2.1%&9.6%	-6.9%&-2.3%	4.8&-9.1	?	1.0&-7.9	0.2%&-0.4%
Cc1ncc([N+](=O)[O-])n1CCOC(=O)c1ccccc1	1.9%	14.2%	-3.8%	5.2%	10.9	8.9%	-4.3	·
Cc1csc2c(N3CCN(C(=O)Nc4ccc(OC(F)(F)F)cc4)CC3)ncnc12	20.0%	-15.3%	-9.9%	-8.9%	28.7	30.4%	24.1	-6.3%
Cc1ccn2c(=O)nc(SCC(=O)NCc3ccccc3)nc2c1	19.3%	1.2%	-6.0%	0.3%	2.5	-11.1%	3.1	34.6%
CC(=O)c1sc(NCCOc2ccc(C)cc2)nc1C	13.3%	21.8%	1.4%	-1.7%	-6.9	-9.5%	-2.6	-24.9%
NS(=O)(=O)c1ccc(CNC(=O)c2ccc(S(=O)(=O)C(F)F)cc2)cc1	-9.5%	-7.7%	-3.3%	-4.5%	-1.8	-9.5%	-5.3	6.3%
N#C/C(=C/N1CCOCC1)c1ccccc1	8.1%	-10.7%	-2.8%	-1.9%	13.7	5.3%	2.7	3.0%
Cc1ccc(C(=O)N/C(=C/c2ccco2)C(=O)Nc2cccc(C(=O)O)c2)cc1	-11.4%	11.9%	5.7%	-4.3%	-28.3	5.9%	-11.9	28.3%
C=CCn1c(=O)c2ccc(C(=O)NCc3ccccc3)cc2n(Cc2ccc(Cl)cc2)c1=O	-7.6%	13.8%	-5.6%	1.8%	-7.8	12.1%	0.3	21.6%
CCOc1ccc(NC(=O)C2CCN(S(=O)(=O)c3ccc4c(c3)NC(=O)C(C)S4)CC2)cc1 (stereo unspecified)	19.7%	4.6%	2.0%	4.1%	27.0	-6.7%	0.7	-10.6%
COc1ccccc1C(=O)NNC(=O)c1ccccc1F	8.0%	6.1%	6.2%	-1.7%	2.7	-7.2%	2.9	6.5%
Cc1onc(-c2ccccc2Cl)c1-c1nc(-c2ccncc2)no1	?	-3.6%	3.7%	0.2%	24.0	-27.3%	0.9	15.0%
O=C(Nc1ccc(S(=O)(=O)N2CCCCC2)cc1)c1ccccc1Cl	?	-11.5%	6.1%	-2.6%	-4.1	21.0%	1.6	1.8%
O=C(c1ccco1)N1CCN(C(=O)c2cccs2)CC1	-4.3%	-1.4%	12.8%	0.2%	-56.0*	5.0%	-1.7	4.4%
Cc1noc(C)c1CS(=O)(=O)Cc1ccc(Cl)cc1	-0.1%	12.8%	4.8%	11.0%	9.9	-15.4%	7.6	12.0%
COc1ccccc1OCc1cc(C(=O)N2CCN(C)C(c3ccccc3)C2)no1 (stereo unspecified)	3.1%	-9.3%	9.7%	-14.7%	-10.8	-69.5%[inhibitor]	-6.7	20.3%
COc1ccccc1CNC(=O)/C=C/c1ccc(Br)o1	15.5%	-1.6%	11.7%	-0.7%	-13.1	25.7%	-6.1	17.7%
CCOc1ccccc1CNC(=O)Cn1nc(N2CCN(c3ccccc3)CC2)ccc1=O	14.4%	·	·	·	·	-11.9%	7.0	9.3%
Cc1noc(C)c1C(=O)N1CCC1(C)C(=O)NS(=O)(=O)Cc1cccc(Cl)c1 (stereo unspecified)	20.8%	17.7%	-3.6%	-4.2%	0.0	5.5%	-16.5	-25.4%

The last 5 entries of the section above lead into the next:
SMILES	TDP-43 yeast inh	EPAC2 antag	EPAC2 ag	aSyn rescue	DRD3 antagonist	Abeta rescue	D3 ag	FUS suppressor
Cc1noc(C)c1CS(=O)(=O)Cc1ccc(Cl)cc1	-0.1%	12.8%	4.8%	11.0%	9.9	-15.4%	7.6	12.0%
COc1ccccc1OCc1cc(C(=O)N2CCN(C)C(c3ccccc3)C2)no1 (stereo unspecified)	3.1%	-9.3%	9.7%	-14.7%	-10.8	-69.5%[inhibitor]	-6.7	20.3%
COc1ccccc1CNC(=O)/C=C/c1ccc(Br)o1	15.5%	-1.6%	11.7%	-0.7%	-13.1	25.7%	-6.1	17.7%
CCOc1ccccc1CNC(=O)Cn1nc(N2CCN(c3ccccc3)CC2)ccc1=O	14.4%	·	·	·	·	-11.9%	7.0	9.3%
Cc1noc(C)c1C(=O)N1CCC1(C)C(=O)NS(=O)(=O)Cc1cccc(Cl)c1 (stereo unspecified)	20.8%	17.7%	-3.6%	-4.2%	0.0	5.5%	-16.5	-25.4%
CC(C)Cn1c(N)c(C(=O)CSc2nnnn2-c2ccc(Cl)cc2)c(=O)n(C)c1=O	-15.1%	2.3%	13.6%	-0.6%	8.0	-45.7%[inhibitor]	1.2	6.4%
Cc1cc(C)c(C#N)c(SCC2COc3ccccc3O2)n1 (stereo unspecified)	?	4.2%	5.1%	4.6%	16.3	-7.5%	-3.1	14.8%
Nc1nonc1-n1nnc(C(=O)N/N=C/c2cccc(F)c2)c1-c1ccc2c(c1)OCO2	-19.6%	-1.0%	11.2%	-2.8%	-3.1	2.0%	3.1	29.6%
CCCCC(=O)NC(=S)Nc1cccc(C(=O)O)c1	-3.6%	5.8%	4.4%	5.1%	4.2	7.6%	-3.1	-2.0%
CCN(CC)C(=O)c1sc2nc(-c3cccs3)cc(-c3cccs3)c2c1N	20.7%	13.1%	24.8%	-0.8%	1.3	?	3.2	10.5%
COc1ccc(N2CCN(C3CCCCC3NS(=O)(=O)c3ccccc3)CC2)cc1 (stereo unspecified)	13.6%	?	8.1%	3.9%	8.2	17.5%	-5.1	3.2%
CSCCC(NC(=O)c1ccccc1Br)C(=O)NNC(=O)C1COc2ccccc2O1 (stereo unspecified)	6.7%	-1.8%	2.9%	0.5%	4.4	10.0%	-5.3	-19.3%
COc1ccc(Nc2nc(N)nc(CSC(=S)N3CCCCC3)n2)cc1	19.7%	-3.4%	11.6%	1.6%	-10.9	23.6%	0.1	35.2%
CCOC(CNC(=O)Cn1nc(Cc2ccncc2)c2ccccc2c1=O)OCC	-3.6%	2.8%	2.8%	-3.3%	2.6	-5.2%	1.4	0.1%
CC(=O)c1cccc(NS(=O)(=O)c2cc(-c3cnc(C4CC4)o3)ccc2C)c1	11.9%&1.9%	0.9%	11.6%	2.4%	-2.7	-19.7%&-23.6%	-4.8&-13.7	11.4%&6.9%
COc1cccc(C(=O)Nc2ccc(-n3nncc3-c3ccccc3)cc2)c1OC	-15.2%	·	·	·	·	-11.6%	-6.1	-7.6%
CCOc1ccc(CCNC(=O)COC(=O)COc2cc(C)cc(C)c2)cc1OCC	12.3%	-4.4%	-0.1%	-1.3%	0.7	25.3%	4.7	32.9%
CC(=O)CCc1c(C)nc2ccc(C)cc2c1Cl	-3.2%[9.22 µM]	-3.6%	4.7%	0.8%	5.2	-16.8%	-0.9	0.5%
CCOc1ncccc1C(=O)OCC(=O)NCc1cccs1	-5.7%	2.9%	5.1%	0.1%	-2.0	-11.0%	-4.6	-23.5%
CCCN1Cc2cccc(C(=O)Nc3cccc(C(=O)OCC)c3)c2C1=O	12.2%	·	·	·	·	-7.8%	-9.4	-9.8%
Cc1ccc(C)c(NC(=O)Cn2c(=O)n(-c3ccccc3C)c(=O)c3c2c2cc(C)ccc2n3C)c1	13.2%	·	·	·	·	-5.0%	0.5	13.5%
CCOC(=O)CC(=O)CSc1nc(C)cc(C)c1C#N	17.1%	11.6%	-2.5%	4.6%	9.7	10.8%	-3.3	3.5%
CCCCNC(=S)NNC(=O)c1csc(C)c1	-0.8%	21.5%	6.6%	-5.8%	-22.0	-0.2%	0.8	8.8%
COc1ccc(C(c2nnnn2C(C)(C)C)N2CCN(C(=O)c3ccco3)CC2)cc1 (stereo unspecified)	-18.0%	0.7%	9.8%	-2.6%	-14.6	-10.2%	-4.8	-15.8%
COc1cc(SC)ccc1C(=O)Nc1nccs1	7.2%	-4.9%	1.4%	0.2%	-3.3	-10.9%	-7.1	14.3%
O=C(OCCOc1ccccc1)c1cccc(S(=O)(=O)N2CCOCC2)c1	-10.0%	-1.0%	5.6%	-0.7%	0.0	-13.1%	-5.7	·
COC(=O)Nc1ccc2c(c1)N(C(=O)CCN1CCN3CCCC3C1)c1ccccc1CC2 (stereo unspecified)	-4.7%&-13.5%	8.6%&-4.8%	-7.4%&6.8%	-0.6%&-2.0%	-11.7&-25.4	-10.5%&-3.4%	1.2&-19.1	19.2%&11.4%
COc1ccc(-c2cn(Cc3ccc4c(c3)C(=O)c3ccccc3C4=O)nn2)cc1	17.0%	-3.8%	9.6%	-1.3%	7.6	12.7%	18.6	-20.7%
CC(=O)Nc1nc2cc(N)ccc2s1	-1.0%	9.5%	9.6%	-1.4%	0.0	8.9%	-13.1	0.0%
O=C(Nc1ncc(Cc2ccccc2Cl)s1)c1ccc(-c2cccc([N+](=O)[O-])c2)o1	1.2%	-3.3%[57.1 µM]	17.8%	-3.1%	-1.6	-9.8%	-5.3	-18.0%
COc1ccc2nc(SCC(=O)Nc3c(C)cc(C)cc3C)[nH]c2c1	-30.0%[inhibitor]	-6.3%	13.0%	0.3%	-18.1	9.0%	-4.0	32.5%
Cn1c(=O)c2c(nc(NCc3ccc4c(c3)OCO4)n2Cc2ccccc2)n(C)c1=O	-4.7%	-11.1%	13.6%	4.1%	-1.2	21.4%	-2.2	17.4%
COC(=O)C1=C(C)NC(=S)NC1c1ccc(-c2ccccc2C(=O)OC)o1 (stereo unspecified)	9.3%	-7.0%	3.4%	-0.8%	2.4	-4.7%	-5.9	6.3%
CCn1c(=O)cc(SCC(=O)Nc2cccc(SC)c2)c2ccccc21	-2.6%	3.9%	13.6%	-13.0%	4.4	0.3%	-6.6	18.5%
O=C(CCCc1nc(-c2ccccc2)no1)NC1CCCCC1	-7.0%	2.8%	4.5%	0.6%	1.6	-11.6%	-4.1	14.1%
CCCn1c(=S)[nH]c2cc(C(=O)N3CCN(C(=O)OCC)CC3)ccc2c1=O	-14.7%	-0.5%	-3.4%	-4.8%	-11.8	4.6%	-3.9	16.1%
O=C(NCc1ccc(Cl)cc1)c1n[nH]c([N+](=O)[O-])c1Cl	0.5%	3.6%[57.1 µM]	3.6%	-9.4%	3.2	-6.8%	3.2	1.5%
